Bioassay records: PubChem BioAssay, several laboratories
BAP1 inh: inhibitors of BAP1 deubiquitinase, primary screen, biochemical, Ub-AMC fluorescence, kinetic; Ubiquitin carboxyl-terminal hydrolase BAP1 (Homo sapiens), Q92560; recombinant BAP1, Ub-AMC hydrolysis fluorescence kinetic; stronger effect = lower value; hit rate 0.48% among 72,000; activity remaining (% of control), % at 20 µM;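 active = activity remaining at or below 50% of control, provided the compound also passes the data quality filters; inactive = the rest, including low values that fail the filters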;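 note: 100% = DMSO wells rate and 0% = substrate alone blank rate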
Target sequence (Q92560 whole entry, looked up): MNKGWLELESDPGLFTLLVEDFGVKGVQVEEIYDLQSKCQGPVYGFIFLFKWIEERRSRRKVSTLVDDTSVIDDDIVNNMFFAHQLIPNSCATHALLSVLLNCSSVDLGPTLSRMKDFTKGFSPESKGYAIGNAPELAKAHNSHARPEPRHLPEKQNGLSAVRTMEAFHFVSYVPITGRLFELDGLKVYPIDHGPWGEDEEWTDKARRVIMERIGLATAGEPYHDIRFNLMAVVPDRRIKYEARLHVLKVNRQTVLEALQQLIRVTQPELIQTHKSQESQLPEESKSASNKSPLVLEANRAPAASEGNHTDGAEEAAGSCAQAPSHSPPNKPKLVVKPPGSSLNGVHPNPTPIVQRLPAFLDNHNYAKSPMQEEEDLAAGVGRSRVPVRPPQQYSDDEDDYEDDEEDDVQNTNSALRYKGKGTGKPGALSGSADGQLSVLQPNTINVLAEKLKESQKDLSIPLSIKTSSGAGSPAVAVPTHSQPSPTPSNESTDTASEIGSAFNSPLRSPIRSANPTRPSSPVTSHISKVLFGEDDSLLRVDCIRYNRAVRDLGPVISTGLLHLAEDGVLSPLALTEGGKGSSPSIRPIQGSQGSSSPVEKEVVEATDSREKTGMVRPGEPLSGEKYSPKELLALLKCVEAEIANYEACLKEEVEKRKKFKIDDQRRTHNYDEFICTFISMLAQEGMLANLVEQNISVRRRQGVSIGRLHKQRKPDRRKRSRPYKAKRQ
HePTP inhibitor: inhibitors of human HePTP phosphatase, primary screen, biochemical, absorbance, leukemia target; inhibition, % at 20 µM; AID 521, 2006; Tyrosine-protein phosphatase non-receptor type 7 (Homo sapiens), P35236; recombinant HePTP phosphatase activity, OD absorbance; hit rate 0.64% among 110,000; in the data active = inhibition above about 50%;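 note: plate controls were vehicle for no effect and reference inhibitor for full effect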
Target sequence (P35236 whole entry, looked up): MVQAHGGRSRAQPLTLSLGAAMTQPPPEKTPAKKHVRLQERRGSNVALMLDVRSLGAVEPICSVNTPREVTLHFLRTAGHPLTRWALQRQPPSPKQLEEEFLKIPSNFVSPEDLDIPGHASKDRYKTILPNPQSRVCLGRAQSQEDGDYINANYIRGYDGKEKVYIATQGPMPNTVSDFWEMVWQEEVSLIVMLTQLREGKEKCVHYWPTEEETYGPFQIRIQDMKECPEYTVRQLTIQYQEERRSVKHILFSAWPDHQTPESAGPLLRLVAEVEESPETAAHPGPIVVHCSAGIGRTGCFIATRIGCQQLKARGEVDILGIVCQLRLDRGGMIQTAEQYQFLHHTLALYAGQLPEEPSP
* = called active by the depositor; . = not tested or not shown; & = joins results of further samples. Compounds as they come; overall some 0.83% were active at least once.

Preview, 21 compounds:
SMILES	BAP1 inh	HePTP inhibitor
COCCNC(=O)CN1C(=O)CSc2cc(S(=O)(=O)N3CCCCCC3)ccc21	99	-2
COc1cc(C(=O)Nc2cccc(-c3nc4cc(C)cc(C)c4o3)c2)cc(OC)c1OC	79	12
CC(C)(C)C(=O)NC1CCN(S(=O)(=O)c2cccc(C(F)(F)F)c2)CC1	96	-10
O=C(c1nn2c(c1Br)NC(c1cccs1)CC2C(F)(F)F)N1CCCCC1 (configuration not stated)	155	.
CCCC(=O)Nc1cc(-c2nn(C)c(=O)c3ccccc23)ccc1OC	100	-8
CC1CC(C)CN(Cc2nc3c(c(=O)n(C)c(=O)n3C)n2Cc2ccccc2Cl)C1 (configuration not stated)	100	-4
Cc1n[nH]c(=O)nc1NCc1ccccc1	101	-8
Cc1ccc(/C=C2\SC(=S)N(CCC(=O)Nc3cccc(O)c3)C2=O)cc1	.	-8
COc1cccc(-n2c(O)c(/C=C3\C(C)=Nc4ccccc43)c(=O)[nH]c2=O)c1	.	15
COC(=O)c1ccc(NC(=O)CC2Sc3ccccc3NC2=O)cc1 (configuration not stated)	.	-15
O=C(c1ccccc1)c1ccccc1N/C=C/[N+](=O)[O-]	.	6
COC(=O)c1ccc(NC(=O)c2ccc(CN3CCOCC3)cc2)cc1	79	-10
Cc1cc(=O)n2c(n1)OC(CO)C2 (configuration not stated)	108	-1
COc1cccc(N2C(=O)C(=Cc3ccc(OC)cc3OC)C(=O)NC2=S)c1	.	8
COc1ccccc1NC(=O)c1cc2c(ccc3ccccc32)oc1=O	.	6
COc1ccc(/C=C2\SC(=S)N(c3ccc(C)cc3C)C2=O)cc1OC	.	10
N#Cc1c(/N=C/c2cc([N+](=O)[O-])c(N3CCOCC3)cc2N2CCOCC2)sc2c1CCCC2	.	6
CCn1c(=O)cc(SCC(=O)NCCCN2CCN(c3ccccc3F)CC2)c2ccccc21	123	8
COC(=O)C1=C(C)N(C)C(C)=C(C(=O)OC)C1c1cccc(OC)c1	.	2
O=C(NNC(=O)C1CCCO1)c1cccc(F)c1 (configuration not stated)	.	12
COc1ccc(CCn2c(-n3nc(C)cc3C)nc3c2c(=O)[nH]c(=O)n3C)cc1	96	9

Results, from the start:
SMILES	BAP1 inh	HePTP inhibitor
COCCNC(=O)CN1C(=O)CSc2cc(S(=O)(=O)N3CCCCCC3)ccc21	99	-2
COc1cc(C(=O)Nc2cccc(-c3nc4cc(C)cc(C)c4o3)c2)cc(OC)c1OC	79	12
CC(C)(C)C(=O)NC1CCN(S(=O)(=O)c2cccc(C(F)(F)F)c2)CC1	96	-10
O=C(c1nn2c(c1Br)NC(c1cccs1)CC2C(F)(F)F)N1CCCCC1 (configuration not stated)	155	.
CCCC(=O)Nc1cc(-c2nn(C)c(=O)c3ccccc23)ccc1OC	100	-8
CC1CC(C)CN(Cc2nc3c(c(=O)n(C)c(=O)n3C)n2Cc2ccccc2Cl)C1 (configuration not stated)	100	-4
Cc1n[nH]c(=O)nc1NCc1ccccc1	101	-8
Cc1ccc(/C=C2\SC(=S)N(CCC(=O)Nc3cccc(O)c3)C2=O)cc1	.	-8
COc1cccc(-n2c(O)c(/C=C3\C(C)=Nc4ccccc43)c(=O)[nH]c2=O)c1	.	15
COC(=O)c1ccc(NC(=O)CC2Sc3ccccc3NC2=O)cc1 (configuration not stated)	.	-15
O=C(c1ccccc1)c1ccccc1N/C=C/[N+](=O)[O-]	.	6
COC(=O)c1ccc(NC(=O)c2ccc(CN3CCOCC3)cc2)cc1	79	-10
Cc1cc(=O)n2c(n1)OC(CO)C2 (configuration not stated)	108	-1
COc1cccc(N2C(=O)C(=Cc3ccc(OC)cc3OC)C(=O)NC2=S)c1	.	8
COc1ccccc1NC(=O)c1cc2c(ccc3ccccc32)oc1=O	.	6
COc1ccc(/C=C2\SC(=S)N(c3ccc(C)cc3C)C2=O)cc1OC	.	10
N#Cc1c(/N=C/c2cc([N+](=O)[O-])c(N3CCOCC3)cc2N2CCOCC2)sc2c1CCCC2	.	6
CCn1c(=O)cc(SCC(=O)NCCCN2CCN(c3ccccc3F)CC2)c2ccccc21	123	8
COC(=O)C1=C(C)N(C)C(C)=C(C(=O)OC)C1c1cccc(OC)c1	.	2
O=C(NNC(=O)C1CCCO1)c1cccc(F)c1 (configuration not stated)	.	12
COc1ccc(CCn2c(-n3nc(C)cc3C)nc3c2c(=O)[nH]c(=O)n3C)cc1	96	9
Cc1nc(C)c(C(=O)NCc2ccc(Cl)cc2)o1	89	0
COCC(=O)Nc1c(C(=O)Nc2cccc(OC)c2)oc2ccccc12	87	6
CCOc1ccc(-n2c(C)nc3cc(C(=O)NCCCN4CCOCC4)ccc32)cc1	111	.
CC(C)(C)OC(=O)NCCCCCc1nnc(SCC(N)=O)o1	124	6
Cc1cc(O)cc(=O)n1Cc1ccco1	103	5
CCOC(=O)C1CCN(C(=O)c2cccc(NC(=O)C(CC)CC)c2)CC1	131	-5
CC1CCN(Cc2nc3c(c(=O)n(C)c(=O)n3C)n2CCCc2ccccc2)CC1	97	.
O=C(Nc1ccccc1)Nc1nnc(-c2cccc(Br)c2)s1	.	7
CC(=O)Nc1ccc(Oc2cc(C#N)c(C#N)cc2N2CCCCCC2)cc1	.	5
O=S(=O)(NC1CCCC1)c1ccc(S(=O)(=O)N2CCc3ccccc32)cc1	90	7
CN(C)Cc1cn(CCC(=O)O)c2ccccc12	.	3
COc1ccc([N+](=O)[O-])cc1NC(=O)Cc1ccc(OC)c(OC)c1	.	8
O=C(O)COc1ccc(N2C(=O)c3ccc(C(=O)O)cc3C2=O)cc1	.	-6
CCOC(=O)C1CCCN(S(=O)(=O)c2c(C)c(C)cc(C)c2C)C1 (configuration not stated)	120	7
COC(=O)C1CCN(C(=O)C23CCC(C)(C(=O)O2)C3(C)C)CC1 (configuration not stated)	81	9
Cc1ccc(C)c(/C(O)=C2/C(=O)C(=O)N(CCN3CCOCC3)C2c2ccc(C)o2)c1 (configuration not stated)	94	7
COC(=O)c1c(-c2ccc(C(C)(C)C)cc2)csc1N	.	11
CCC1CC(C)(C(=O)Nc2ccc(S(N)(=O)=O)cc2)OC1=O (configuration not stated)	100	7
COc1ccccc1NC(=O)Cc1csc(N)n1	90	-7
O=C(c1ccccc1Br)N1CCN(c2ccc(Cl)cc2[N+](=O)[O-])CC1	.	11
Cc1ccc(-c2ccc(=O)n(CC(=O)NCCCN3CCCCC3C)n2)cc1 (configuration not stated)	83	9
COc1ccc(N(CC(=O)Nc2c(C)n(C)n(-c3ccccc3)c2=O)S(=O)(=O)c2ccc(C)cc2)cc1	.	-5
CCCc1nc(SCC(=O)N2CCc3ccccc32)c2c(=O)n(C)c(=O)n(C)c2n1	95	0
Cn1cnc2c1c(=O)n(Cc1ccc(Br)cc1)c(=O)n2C	.	4
COc1ccc(-c2nnc(NC(=O)c3ccco3)s2)cc1OC	.	6
CCOc1ccccc1C(=O)N1CCCCC1C (configuration not stated)	113	8
CCC1(C)CC(CC(=O)O)(c2ccc(F)cc2)CCO1 (configuration not stated)	.	10
CCN(c1ccc(OC)cc1)S(=O)(=O)c1ccc2c(c1)CCN2C(=O)CCC(=O)O	88	2
Cc1ccc(N2C(=O)CC(N3CCN(c4ccc([N+](=O)[O-])cc4)CC3)C2=O)cc1 (configuration not stated)	.	8
C=CCNC1=C(Cl)C(=O)c2ccccc2C1=O	.	-10
CCOc1ccc(C2C(N3C(=O)c4ccc([N+](=O)[O-])cc4C3=O)C(=O)N2c2ccc(C)c(Cl)c2)cc1 (configuration not stated)	51	.
O=C(CSc1n[nH]c(C2CCCC2)n1)NC1CCCC1	89	9
CC1(C)Cc2c(sc3ncnc(N)c23)CO1	107	10
COC(=O)c1ccc(NC(=O)CN2CCN(c3ccccc3)CC2)cc1	111	-13
Cc1oc(-c2cccc(Cl)c2)nc1CN1CCC(C(=O)NCC2CCCO2)CC1 (configuration not stated)	115	9
c1ccc2c(N3CCCCCC3)nc(-c3ccncc3)nc2c1	.	5
COc1ccccc1CCNC(=O)c1ccc(C)o1	.	4
O=C(CC1Oc2ccccc2NC1=O)NCc1ccccc1 (configuration not stated)	92	-8
CN(C)CC(=O)Nc1cc(C(F)(F)F)ccc1Cl	82	6

(more compounds)
SMILES	BAP1 inh	HePTP inhibitor
O=C(NCCO)c1ccc(I)cc1	.	6
Cc1cc2cc(CNC(=O)CCC(=O)O)ccc2[nH]1	124	2
N#Cc1nc(Cc2cccc3ccccc23)oc1NCc1ccco1	78	6
COc1ccc(C2Nc3ccc(C(=O)c4ccccc4)cc3NC3=C2C(=O)CCC3)cc1 (configuration not stated)	.	0
CCCC(=O)Nc1ccc(N2CCN(C(C)=O)CC2)cc1	.	2
COc1ccc(O)c(C(=O)CC(=O)c2ccccc2)c1	96	-1&-2
Cc1cc(C)n(-c2ccc(C(=O)OCC(=O)c3ccc(Br)s3)cc2)n1	44*	-4
O=C(NCCCN1CCN(c2cccc(Cl)c2)CC1)c1ccc(N2CCCC2=O)cc1	114	14
Cc1nc(N)c(C#N)c(-c2ccccc2)c1C	99	4
COc1cc(-c2n(C)c3ccccc3[n+]2C)ccc1O	101	.
COc1ccc(C(=O)Oc2ccc(Cl)cc2)cc1S(=O)(=O)N1CCOCC1	.	5
Cc1nc(-n2nnc3ccccc32)c2c3c(sc2n1)CCCC3	.	4
CCOc1cc(C(=O)Nc2ccc(F)cc2F)cc(OCC)c1OCC	.	6
O=C(NCSC1=NCCS1)c1ccccc1	75	10
COC(=O)c1c(NC(=O)/C=C/C(=O)O)sc(C)c1-c1cc(C)ccc1C	.	-3
Cc1ccc(S(=O)(=O)N2CCC(C(=O)N3CCC[C@H]3C(=O)NC3CCS(=O)(=O)C3)CC2)cc1 (some centres not stated)	87	0
CCOC(=O)c1cnc2cc3c(cn2c1=O)CCCC3	.	11
Cc1cccnc1NC(=O)Cc1ccc([N+](=O)[O-])cc1	.	-6
CCOC(=O)c1ccc(-c2ccc(C(=O)Nc3ccc(Cl)cc3)o2)cc1	.	-6
CCCn1c(SCc2cc(=O)[nH]c3ccccc23)nc2c1c(=O)n(C)c(=O)n2C	100	-2
O=c1[nH]c(=O)n(Cc2ccco2)c2c1C(C(F)(F)F)(C(F)(F)F)N=C(C1CCCCC1)N2	382	10
O=c1[nH]cnc2nc(N3CCCCC3)[nH]c12	.	-3
CC(C)(C)C(=O)Nc1ccc(-c2cn3ccsc3n2)cc1	110	6
CCCCOC(=O)C1=C(C)NC2=C(C(=O)CC(C)(C)C2)C1c1cc2c(cc1[N+](=O)[O-])OCO2 (configuration not stated)	84	.
CC(=O)Nc1ccc(S(=O)(=O)NCc2ccccc2C)cc1	.	9
COc1ccc(N(CC(=O)Nc2cccc(C)c2C)S(=O)(=O)c2ccccc2)cc1	.	-13
COc1ccc(-n2c(CN3C(=O)c4ccccc4C3=O)nc3ccccc3c2=O)cc1	.	1
COc1ccc(Nc2ccc3c(c2)=NC2(CCCCC2)[N+]=3[O-])cc1	.	-13
CCCC1(C(=O)OCC)NC(c2cc(OC)c(OC)c(OC)c2)C2C(=O)N(CC)C(=O)C21 (configuration not stated)	117	0
Cc1ccnc(NS(=O)(=O)c2ccc(NC(=O)c3cccc(Oc4ccccc4)c3)cc2)n1	.	7
COc1ccccc1C/C(N)=N/OC(=O)COc1ccc(C)cc1	.	-10
CC(C)(C)c1cc(Cl)c(O)c(N=Cc2cccc([N+](=O)[O-])c2O)c1	138	.
Cc1nc(SCC(=O)O)[nH]c(=O)c1Oc1ccccc1	.	5
CC1(C)N([O-])c2cc([N+](=O)[O-])ccc2[N+]1=O	.	2
Cc1ccc2c(c1)C(c1ccccc1)N(C(=O)c1ccc(Br)o1)CC(=O)N2 (configuration not stated)	82	-10
CCOc1ccc(CCNC(=O)C2CCN(C(=O)N(C)C)CC2)cc1OCC	96	5
N#Cc1c(N)[nH]c(=S)c(C#N)c1-c1ccc(Br)cc1	.	2
S=C(Nc1ccccc1)N1CCc2ccccc21	.	7
O=C1c2ccccc2C(=O)N1CCc1nc(-c2cccnc2)no1	131	7
O=C(Nc1ccc(NC(=O)c2ccc(-c3ccc(Br)cc3)o2)cc1)c1ccco1	.	-10
CN1CCN(C(=O)c2sc(=S)n(-c3ccccc3)c2N)CC1	132	40
C=C(NC(C)=O)C(=O)c1ccc([N+](=O)[O-])cc1	.	8
CC(C)CCNC(=O)c1cnn2c(C(F)(F)F)cc(-c3ccco3)nc12	78	8
CCOC(=O)C1CCN(C(=O)COc2ccc3ccccc3c2)CC1	.	-12
O=C(C[n+]1ccc(C(=O)NCc2ccccc2)cc1)c1ccc(-c2ccccc2)cc1	.	5
CC(=O)n1nc(C)c2c1CC(C)(C)CC2=O	.	1
CSc1nc(C)c2c(n1)OC(CN1C(=O)c3ccccc3C1=O)C2 (configuration not stated)	104	4&-11
COC(=O)C1=C(C)N(CCc2ccc(OC)cc2)C(=O)C1	94	-6
O=C(NCc1ccco1)Nc1ccc2snnc2c1	.	9
O=C(c1ccc2c(c1)OCCCO2)c1cccs1	89	10
CC(=O)c1c(C)[nH]c(C(=O)N2CCCCCC2)c1C	79	8
O=C1NC(=S)NC(=O)C1=Cc1ccc(OCc2ccc3ccccc3c2)c(Br)c1	.	52*
O=S(=O)(Nc1cc(Cl)c(O)c2ccccc12)c1ccc(F)cc1	.	10
COc1cc(NC(=O)c2cccc(Cl)c2)c(OC)cc1Cl	.	4
CCCCOc1ccccc1NC(=O)c1cc(SC)ccc1Cl	.	-4
O=C(NCc1ccc2c(c1)OCO2)C1CC(=O)N(C2CCCCCC2)C1 (configuration not stated)	104	11
CC1CC(C)CN(C(=O)CSc2nnc(-c3ccc(F)cc3)o2)C1 (configuration not stated)	100	-8
CCOC(=O)c1oc2ccc(S(=O)(=O)N3CCOCC3)cc2c1C	92	0
Cc1cc(C)c2c(c1)=C(c1sc(=S)[nH]c1O)C(=O)N=2	.	3
COc1cc(C(=O)NCc2cn3ccccc3n2)cc(OC)c1OC	94	.
